Source: PubChem
FLuc counter – counter-screen for miR-21 project: firefly luciferase inhibitors or activators | P08659 | purified FLuc, Km substrates, luminescence inhibition | Potency, µM (top dose mostly 57.5 µM), without a hit: at the highest dose activity change, negative = inhibition, actives largely listed as inhibitors | 360,000 compounds, 6.9% hits | AID 588342;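 note: potency is the fitted concentration of half-maximal effect; plate controls were vehicle for no effect and reference inhibitor for full effect; nearly all actives have a fitted effect of over 55% in size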
Target sequence (P08659 whole entry, looked up): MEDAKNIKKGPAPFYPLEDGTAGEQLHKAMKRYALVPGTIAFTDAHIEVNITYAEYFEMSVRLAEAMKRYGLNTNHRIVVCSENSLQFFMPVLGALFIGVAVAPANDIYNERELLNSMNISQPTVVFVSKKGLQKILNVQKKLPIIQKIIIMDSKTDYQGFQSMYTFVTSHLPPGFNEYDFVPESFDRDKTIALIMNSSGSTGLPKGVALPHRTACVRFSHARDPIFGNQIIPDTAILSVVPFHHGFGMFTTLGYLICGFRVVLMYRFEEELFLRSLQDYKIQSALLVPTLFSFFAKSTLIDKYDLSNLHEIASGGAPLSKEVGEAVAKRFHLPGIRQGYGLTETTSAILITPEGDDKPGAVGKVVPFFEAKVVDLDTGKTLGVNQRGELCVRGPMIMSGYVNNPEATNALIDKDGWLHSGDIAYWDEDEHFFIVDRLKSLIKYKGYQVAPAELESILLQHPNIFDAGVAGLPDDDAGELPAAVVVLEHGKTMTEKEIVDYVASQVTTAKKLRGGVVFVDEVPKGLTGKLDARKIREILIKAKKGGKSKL
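Purified P. pyralis luciferase (10nM final) with 10uM D-luciferin and 10uM ATP (Km levels) in 50mM Tris acetate pH 7.5, 10mM Mg acetate, 0.01% Tween-20, 0.05% BSA; qHTS 6-point titration, ~60 µM downward; luminescence read.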
uPA generation – cell surface uPA generation inhibition; cell surface uPA generation assay, qHTS; 330,000 compounds, 0.31% hits; Potency, µM (top dose mostly 38.3 µM), for the others: top-dose activity change, negative = inhibition, usual class: inhibitors; active = well fitted inhibition curve with a large enough effect; inconclusive = small, poorly fitted or top-dose-only effect; inactive = no such curve, though single readings can be large or run the other way; tested in mouse RAW 264.7 cells; note: potency is the fitted concentration of half-maximal effect; % is set by controls: 0 for no effect and ±100 for the full control effect; nearly all actives have a fitted effect of over 55% in size
VP16 counter – counter-screen for ROR gamma inhibitors: Gal4-VP16 reporter; Drosophila S2 Gal4-VP16 UAS-luciferase, luminescence, 20 h; Potency, µM (highest dose often 53.6 µM), for inactives: at the highest dose activity, negative = inhibition, actives largely listed as inhibitors; 310,000 compounds, 3.5% hits;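 note: Gal4-VP16 expression switched on by copper sulfate through the metallothionein promoter; potency is the fitted concentration of half-maximal effect; % is set by controls: 0 for no effect and ±100 for the full control effect; nearly all actives have a fitted effect of over 50% in size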
ELG1 genotox – inducers of genotoxicity in HEK293T ELG1-luciferase cells | HEK293T ELG1-luciferase reporter, luminescence, 16 h | Potency, µM (highest dose often 46 µM), inactives show at the highest dose activity change, positive = activation, usual class: activators | 330,000 compounds, 1.3% hits | AID 504466; note: potency is the fitted concentration of half-maximal effect; % of control where 0% means no effect; nearly all actives have a fitted effect of over 60% in size
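ELG1-luciferase HEK293T cells, 2,000/well; compound pinned in; 16 hr, 37 °C, 5% CO2; ONE-Glo, 30 min RT; luminescence on CCD imager.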
Rab9 promoter act – activates the Rab9 promoter; Huh7 Rab9 promoter-luciferase reporter, luminescence, 24 h; Potency, µM (titrated, usually from 9.22 µM), inactives show top-dose activation, negative = inhibition, hits mostly activators; 320,000 compounds, 2.8% hits; AID 485297; note: potency is the fitted concentration of half-maximal effect; % of control where 0% means no effect; nearly all actives have a fitted effect of over 60% in size
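Cells were plated at 1500 per well in reduced-serum medium with 10% FBS and left 2 h. Compound in DMSO was then added for 24 h at 37 °C. Reporter signal was read by luminescence after 10 min with luciferase detection reagent.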
Giardia kill – kills Giardia lamblia; activity change, % at 7.66 µM, hits read low; 340,000 compounds, 0.15% hits; Giardia lamblia trophozoite viability; AID 540267; in the data active = activity change below about -80%; inconclusive = between about -30% and that limit;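 note: parasites exposed to compound for two days anaerobically before the ATP read; % is set by controls: 0 for no effect and ±100 for the full control effect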
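Viability, read as ATP luminescence: trophozoites at 100 cells/well, compound added, 48 hrs anaerobic at 37 deg C, then 15-30 min room-temperature development before reading.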
Tb PFK block – T. brucei PFK enzyme inhibition; O15648; T. brucei PFK, ADP-Glo luminescence; Potency, µM (titrated, usually from 57.5 µM), for inactives: at the highest dose activity, negative = inhibition, most hits filed as inhibitors; 330,000 compounds, 0.17% hits; AID 485367;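 note: potency is the fitted concentration of half-maximal effect; 0% = uninhibited 1x PFK enzyme wells and -100% = no-enzyme wells; nearly all actives have a fitted effect of over 60% in size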
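PFK 1.25 nM, F6P 0.5 mM, ATP 0.1 mM, 0.1 M TEA pH 8.0, 5 mM MgCl2, 0.01% Tween20, 0.1% BSA; 45 min RT. ADP-Glo readout. qHTS titration up to 57 uM; curves fitted, compounds curve-classed.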
KCNH2 3.1 block – blocks the human KCNH2 3.1 channel isoform. AID 720553. U2OS KCNH2 3.1, thallium flux FluxOr; hits give low values. 340,000 compounds, 0.95% hits. activity change, % (tested at about 1.8 µM);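 active = maximum activity change below -70%; inconclusive = maximum activity change from -70% to -50%; inactive = maximum activity change above -50%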;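 note: thallium influx rate constant from kinetic fluorescence after stimulation buffer; % is set by controls: 0 for no effect and ±100 for the full control effect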
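Normalized rate constant (relative to positive and negative DMSO controls) derived from a 2 min kinetic fluorescence read after stimulation; U2OS cells expressing the 3.1 isoform via virus at 1.77 x 10^8 /mL.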
NPC1 prom act – NPC1 promoter activation | Huh7 NPC1 promoter luciferase reporter, 24 h | Potency, µM (doses to about 9.22 µM), for the others: at the top dose activation, usual class: activators | 320,000 compounds, 2.4% hits | AID 485313;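 note: potency is the fitted concentration of half-maximal effect; % of control where 0% means no effect; nearly all actives have a fitted effect of over 60% in size; reporter is driven by a mutant NPC1 promoter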
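Luciferase expression driven by the NPC1 promoter was measured in stably transfected Huh7 cells after a 24 h compound incubation, using a luciferase reagent and a luminescence read.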
FBPA coupling cs – coupling enzyme interference in Giardia aldolase counter-screen; activity change, negative = inhibition, % at 58.2 µM, hits read low; 290,000 compounds, 0.67% hits; coupling enzyme system counterscreen, AmpLite Red fluorescence; AID 2472; in the data active = activity change below about -30%; note: % is set by controls: 0 for no effect and ±100 for the full control effect
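Counterscreen lacking aldolase: glyceraldehyde-3-phosphate coupling-enzyme reagent preincubated 10 min at RT with compound (at 57.5 uM final), then substrate/coupling system with AmpLite Red added; fluorescence read at 525/598 nm after 20 min RT.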
RORg inh – blocks mouse ROR gamma transcriptional activity; Drosophila S2 Gal4-RORgamma UAS-luciferase reporter, 20 h; P51450; Potency, µM (series often up to 53.6 µM), for inactives: top-dose activity change, negative = inhibition, hits mostly inhibitors; AID 2551; 310,000 compounds, 5.4% hits; note: potency is the fitted concentration of half-maximal effect; % is set by controls: 0 for no effect and ±100 for the full control effect; nearly all actives have a fitted effect of over 60% in size
Target sequence (P51450 whole entry, looked up, the tested form may be a part): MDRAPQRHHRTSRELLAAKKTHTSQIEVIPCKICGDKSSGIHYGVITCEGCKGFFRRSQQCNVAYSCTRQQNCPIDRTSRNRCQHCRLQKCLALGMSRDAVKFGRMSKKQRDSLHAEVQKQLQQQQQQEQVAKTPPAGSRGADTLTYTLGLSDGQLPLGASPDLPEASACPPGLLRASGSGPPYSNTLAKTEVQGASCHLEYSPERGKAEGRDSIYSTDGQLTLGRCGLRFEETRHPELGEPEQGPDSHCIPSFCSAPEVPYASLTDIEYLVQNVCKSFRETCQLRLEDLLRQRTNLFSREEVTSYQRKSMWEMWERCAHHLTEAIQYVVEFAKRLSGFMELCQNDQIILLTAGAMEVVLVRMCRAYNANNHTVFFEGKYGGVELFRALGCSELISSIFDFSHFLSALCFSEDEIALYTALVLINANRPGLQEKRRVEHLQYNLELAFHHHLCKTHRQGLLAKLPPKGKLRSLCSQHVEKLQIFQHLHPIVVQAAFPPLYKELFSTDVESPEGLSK
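Schneider cells (Drosophila), stable Gal4 DBD–ROR gamma + UAS-luc; 1 hr cmpd preincubation; Cu2+ induction 700 uM final; 20 hr ambient; luminescence.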
Active calls of the source: *; ? = inconclusive; / = no result given; & = joins results of further samples; [ ] = another dose, or the depositor's remark. Unless noted, calls come from the whole dose curve; as a rule, active = well fitted curve in the direction sought with a large enough effect; inconclusive = small, poorly fitted or top-dose-only effect, or another doubt; inactive = no such curve, though single readings can be large; an effect the other way counts as inactive or inconclusive.

SMILES	FLuc counter	uPA generation	VP16 counter	ELG1 genotox	Rab9 promoter act	Giardia kill	Tb PFK block	KCNH2 3.1 block	NPC1 prom act	FBPA coupling cs	RORg inh
O=S(=O)(c1ccc2c(c1)OCCO2)N1CCN(c2nc(-c3cccnc3)nc3ccccc23)CC1	-1%	/	5%	0%	-13%	/	-2%	/	-3%	2	0%
COc1ccc(Cl)cc1C(=O)CSc1nnnn1C1CCCC1	?	-3%	2%	10%	2%	-2	-1%	20	0%	-4	19%
CCC(C)c1ccc(NC(=S)N2CCN(S(C)(=O)=O)CC2)cc1 (centres undefined)	2%	-1%	11%	-1%	9%	13	11%	-4	3%	1	0%
CSc1nc2c(c(=O)n1Cc1ccccc1)SC(C)C2 (centres undefined)	3%	1%	/	7%	-4%	6	-6%	11	-1%	3	-6%[0.365 µM]
O=C(CN1C(=O)/C(=C/c2ccc(Cl)cc2)SC1=S)NC1C=CS(=O)(=O)C1 (centres undefined)	-7%	8%	?	1%[9.26 µM]	1%	-16	-2%	-17	-7%	0	-25%
COc1ccc(C2CC(=O)C=C(NNS(=O)(=O)c3ccc(C)cc3)C2)cc1 (centres undefined)	0%	19%	-4%	0%	-1%	-3	0%	2	-6%	4	36%
CN(C)C(=O)CNc1n[nH]c(=S)[nH]c1=O	-4%	13%	-2%	-2%	-1%	5	1%	-16	1%	0	20%
CCOc1ccccc1N(CC(=O)Nc1ccccc1C(=O)OC)S(C)(=O)=O	-2%	1%	-6%	0%	-5%	-11	1%	-15	0%	4	9%
CC(=O)Nc1ccc(OCC(=O)NCCc2ccc(Cl)cc2)cc1	2%	-4%	-8%	-1%	6%	1	3%	7	0%	1	9%
O=C(Nc1ccc(N2CCN(C(=O)c3ccccc3)CC2)c(Cl)c1)c1ccco1	-6%	-11%	?	-21%	0%	-3	0%	-15	0%	2	-68%
C#CC[N+](C)(C)CCN1C(=O)C2C(c3ccccc3)C=CC(c3ccccc3)C2C1=O (centres undefined)	-1%	-1%	-12%	11%	-4%	4	-2%	4	-3%	-4	3%
CCN=C(NS(=O)(=O)c1ccc(Br)cc1)c1ccc(Cl)cc1	7%	23%	-10%	5%	-7%	13	2%	13	1%	0	20%
Cc1cnc(C(=O)OCC(=O)Nc2cccc(S(=O)(=O)N3CCOCC3)c2)cn1	/	-8%	/	1%	/	14	-6%	-27	/	/	/
CC(C(=O)NCc1ccc(F)cc1)c1ccc([N+](=O)[O-])cc1 (centres undefined)	-2%	-14%	-3%	-1%	-1%	-1	?	-11	-1%	-3	-30%
CCSc1nnc(NC(=O)CSc2ncccn2)s1	-1%	-3%	/	1%	1%	12	15%	0	1%	2	-9%[0.365 µM]
COc1ccc(OCc2cccc(C(=O)O)c2)cc1	0.03µM*	-4%	?	/	1µM*	-14	-1%	16	0.0006µM*	13	1.8µM*
C[C@H](NC(=O)c1ccccc1)C(=O)Nc1nc(-c2ccccn2)cs1	-8%	6%	-7%	-9%	-3%	-3	2%	-5	4%	-2	-4%
O=C(CSCc1ccc(Br)cc1)NCc1ccccn1	3%	3%	2%[10 µM]	0%	-3%	13	0%	-4	-4%	0	2%
CCCCC1=CC2=C(c3ccco3)C(=O)C(C)(OC(=O)c3ccc(OC)cc3)C(=O)C2=CN1C1CC1 (centres undefined)	0%	-5%	2%	-6%	-8%	22	-7%	-1	1%	-2&-1	-12%
CCCOC(=O)C1=C(C)N(C)C(=O)NC1c1cc2c(cc1Br)OCO2 (centres undefined)	3%	4%	4%	-9%	-1%	-10	1%	3	0%	1	-8%

3 entries drawn at random from the list so far, as already listed:
SMILES	FLuc counter	uPA generation	VP16 counter	ELG1 genotox	Rab9 promoter act	Giardia kill	Tb PFK block	KCNH2 3.1 block	NPC1 prom act	FBPA coupling cs	RORg inh
Cc1cnc(C(=O)OCC(=O)Nc2cccc(S(=O)(=O)N3CCOCC3)c2)cn1	/	-8%	/	1%	/	14	-6%	-27	/	/	/
CC(=O)Nc1ccc(OCC(=O)NCCc2ccc(Cl)cc2)cc1	2%	-4%	-8%	-1%	6%	1	3%	7	0%	1	9%
CCN=C(NS(=O)(=O)c1ccc(Br)cc1)c1ccc(Cl)cc1	7%	23%	-10%	5%	-7%	13	2%	13	1%	0	20%

(more compounds)
SMILES	FLuc counter	uPA generation	VP16 counter	ELG1 genotox	Rab9 promoter act	Giardia kill	Tb PFK block	KCNH2 3.1 block	NPC1 prom act	FBPA coupling cs	RORg inh
O=C(Nc1nccs1)C1CC(=O)N(CCc2ccc(F)cc2)C1 (centres undefined)	-1%	6%	-9%	-4%	1%	-6	3%	2	-1%	-1	-3%
CCOc1ccc(N2CC(C(=O)NCCc3ccc(F)cc3)CC2=O)cc1 (centres undefined)	0%	-2%	-6%	-10%	2%	13	-24%	-7	0%	1	31%
Cc1cc(/C=C2\NC(=O)N(Cc3ccc(Cl)cc3)C2=O)c(C)n1C	-1%	1%	-5%	0%	1%	1	1%	0	-1%	-1	-7%
CCOc1ccc(NC(=O)C2CCN(S(=O)(=O)c3ccc4c(c3)C(C)(C)C(=O)N4C)CC2)cc1	4%	-7%	-11%	2%	-8%	-4	3%	-10	-7%	2	35%
CC(=O)c1cc2c(cc1N(C(=O)c1ccco1)C(C(=O)NC1CCCC1)c1ccccc1F)OCO2 (centres undefined)	10%	/	-5%	-1%	-1%	5	-4%	-1	2%	2	-3%
CCn1cc(/C=C(\NC(=O)c2ccc(OC)cc2)C(=O)N2CCOCC2)c2ccccc21	2%	2%	-6%	1%	0%	-7	-2%	9	2%	/	5%
CC(C)CC(=O)n1sc(NC(=O)c2ccccc2)nc1=O	21µM*	-5%	-1%	-1%	-6%	?	2%	11	-4%	-10	23%
COc1ccc(N(CC(=O)Nc2cccc(N(C)S(C)(=O)=O)c2)S(C)(=O)=O)cc1OC	2%[2.3 µM]	1%	6%	-2%	-3%	-11	3%	-13	-1%	1	17%
COc1cc2cc(CN(CCCN3CCOCC3)C(=O)Nc3ccc(F)cc3)c(=O)[nH]c2cc1OC	2%	-27%	-7%	-1%	-5%	-4	1%	2	-1%	1	1%
O=c1c2cn[nH]c2[nH]c(=S)n1-c1cccc(Cl)c1	-8%	1%	2%	0%	1%	-16	-3%	-5	-3%	0	?
O=C(Nc1nc2cc3c(cc2s1)OCCO3)c1ccco1	0.11µM*	-14%	6.3µM*	?	0.79µM*	?	0%	2	?	/	2.5µM*
O=C1OC(NCc2cccnc2)(c2ccc(Cl)cc2)c2ccccc21 (centres undefined)	0%	-3%	-10%	1%	-2%	-5	4%	-11	1%	0	14%
CCOc1ccc(-c2nc(C#N)c(N3CCOCC3)o2)cc1	-1%	8%	-5%	3%	1%	2	-4%	-13	0%	0	26%
Cc1cc(C)cc(NC(=O)C(c2ccccc2)N2CCN(CC(=O)N3CCCC3)CC2)c1 (centres undefined)	3%	-15%	/	-2%	-6%	-24	0%	-2	-2%	/	/
Cc1ccccc1C(=O)NC(=S)Nc1ccccc1C(F)(F)F	-3%	2%	?	2%	0%	-1	12%	6	-1%	-1	0.79µM*
CCN(CC)CCCCOc1ccccc1OC	2%	/	-8%	0%	-3%	3	0%	-5	1%	2	-23%
Cc1ccsc1CN(C(=O)c1ccc([N+](=O)[O-])cc1)C1CCS(=O)(=O)C1 (centres undefined)	4%	-3%	4%	-1%	1%	-12	1%	-4	-8%	/	4%
CN(C)/C=C/C(=O)c1ccc2noc(-c3ccc(F)cc3)c2c1	?	1%	1%	-9%	-5%	-11	0%	2	-3%	1	13%
CC(=O)Nc1ccc(NC(=O)c2c(-c3ccccc3)noc2C)cn1	1%	-8%	-5%	0%	-1%	10	-1%	-1	0%	/	21%
CCCCCN1C=CC=C/C1=C\C=C(C#N)C#N	2%	-2%	9%	-4%	-1%	12	5%	-6	-3%	-4	2%

Entries of single compounds, looked up by structure. Screens in order: FLuc counter	uPA generation	VP16 counter	ELG1 genotox	Rab9 promoter act	Giardia kill	Tb PFK block	KCNH2 3.1 block	NPC1 prom act	FBPA coupling cs	RORg inh
CC(C)CC(=O)n1sc(NC(=O)c2ccccc2)nc1=O across the screens: 21µM*	-5%	-1%	-1%	-6%	?	2%	11	-4%	-10	23%
CN(C)/C=C/C(=O)c1ccc2noc(-c3ccc(F)cc3)c2c1 across the screens: ?	1%	1%	-9%	-5%	-11	0%	2	-3%	1	13%

In the list so far, 2 have a cyano group.
SMILES	FLuc counter	uPA generation	VP16 counter	ELG1 genotox	Rab9 promoter act	Giardia kill	Tb PFK block	KCNH2 3.1 block	NPC1 prom act	FBPA coupling cs	RORg inh
CCOc1ccc(-c2nc(C#N)c(N3CCOCC3)o2)cc1	-1%	8%	-5%	3%	1%	2	-4%	-13	0%	0	26%
CCCCCN1C=CC=C/C1=C\C=C(C#N)C#N	2%	-2%	9%	-4%	-1%	12	5%	-6	-3%	-4	2%
